# APOBEC3G inh: inhibitors of human APOBEC3G DNA deaminase; Q9HC16; recombinant A3G, ssDNA deamination FAM/TAMRA fluorescence; inhibition, % at 20 µM; actives 0.28% (n = 330,000);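 active means inhibition of at least 40% at 20 µM, with no more than 30% in the related APOBEC3A deaminase screen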;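 further: plate controls were DMSO wells with A3G for no effect and wells lacking A3G enzyme for full effect; some compounds called inactive have numbers as strong as hits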
# Target sequence (Q9HC16 whole entry, looked up): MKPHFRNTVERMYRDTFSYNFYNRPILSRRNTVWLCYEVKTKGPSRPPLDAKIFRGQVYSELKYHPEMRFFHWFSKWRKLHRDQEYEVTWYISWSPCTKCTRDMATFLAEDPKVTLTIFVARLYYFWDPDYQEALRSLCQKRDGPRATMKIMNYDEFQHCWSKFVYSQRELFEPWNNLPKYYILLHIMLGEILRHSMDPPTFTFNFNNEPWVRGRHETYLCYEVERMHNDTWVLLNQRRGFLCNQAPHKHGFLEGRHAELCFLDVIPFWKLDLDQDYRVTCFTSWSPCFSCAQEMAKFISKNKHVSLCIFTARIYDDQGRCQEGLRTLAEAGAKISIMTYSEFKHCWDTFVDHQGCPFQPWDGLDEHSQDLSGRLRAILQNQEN
# A3A deaminase: human APOBEC3A DNA deaminase inhibition; AID 493011; inhibition, % at 20 µM; P31941; recombinant A3A, FAM/TAMRA ssDNA deamination fluorescence; actives 0.41% (n = 330,000);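 active means at least 40% inhibition at 20 µM here, with at most 30% in a related deaminase screen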;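 further: plate controls were A3A with DMSO for no effect and wells lacking A3A enzyme for full effect; some results filed as inactive read as strong as hits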
# tim10-1 inh: growth inhibitors of tim10-1 mutant yeast; S. cerevisiae tim10-1 ts strain growth, BacTiter-Glo, 24 h; inhibition, % at 20 µM; actives 2.2% (n = 330,000); AID 463190;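 active means inhibition of at least 40%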;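 further: mutant grown at 25 °C; 0% = DMSO wells with yeast and 100% = wells holding no yeast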
# mIAP act: mouse IAP activation; actives 0.24% (n = 330,000); AID 2805; muIAP, CDP-Star luminescence, 30 min; active compounds read high; 1 = vehicle-only enzyme signal, 0 = enzyme-free wells; activation factor at 10 µM;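 active means activation factor of at least 2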; further: the source names both 10 and 20 µM as test concentration; values of inactives mirror those of a sister screen read the other way
#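 Assay system: mouse IAP enzyme; Reagent: CDP-Star chemiluminescent phosphatase substrate; Compound: DMSO-dissolved test compounds; Incubation: 30 min, room temperature; Technique: luminescence from enzymatic CDP-Star hydrolysis; Controls: DMSO-only wells and no-enzyme negative control.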
# TIM10 inh: TIM10 yeast growth inhibition. S. cerevisiae TIM10 strain growth, BacTiter-Glo luminescence, 24 h. inhibition, % at 10 µM. actives 1.4% (n = 330,000). AID 463195;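 active means inhibition of 40% or more at the single tested concentration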;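 further: wild-type TIM10 isogenic control strain grown at permissive 25 °C; 0% = DMSO yeast wells and 100% = minimal medium wells without yeast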
# hIAP inh: blocks human intestinal alkaline phosphatase | P09923 | purified IAP, CDP-Star luminescence, 30 min | inhibition, % at 10 µM | actives 0.12% (n = 330,000) | AID 2544;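 active means inhibition reaching a set limit with compound at 10 µM in the primary screen, cut at about 35% in these data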;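 further: plate controls were DMSO wells with enzyme for no effect and no-enzyme buffer wells for full effect; values of inactives mirror those of a sister screen read the other way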
# Target sequence (P09923 whole entry, looked up): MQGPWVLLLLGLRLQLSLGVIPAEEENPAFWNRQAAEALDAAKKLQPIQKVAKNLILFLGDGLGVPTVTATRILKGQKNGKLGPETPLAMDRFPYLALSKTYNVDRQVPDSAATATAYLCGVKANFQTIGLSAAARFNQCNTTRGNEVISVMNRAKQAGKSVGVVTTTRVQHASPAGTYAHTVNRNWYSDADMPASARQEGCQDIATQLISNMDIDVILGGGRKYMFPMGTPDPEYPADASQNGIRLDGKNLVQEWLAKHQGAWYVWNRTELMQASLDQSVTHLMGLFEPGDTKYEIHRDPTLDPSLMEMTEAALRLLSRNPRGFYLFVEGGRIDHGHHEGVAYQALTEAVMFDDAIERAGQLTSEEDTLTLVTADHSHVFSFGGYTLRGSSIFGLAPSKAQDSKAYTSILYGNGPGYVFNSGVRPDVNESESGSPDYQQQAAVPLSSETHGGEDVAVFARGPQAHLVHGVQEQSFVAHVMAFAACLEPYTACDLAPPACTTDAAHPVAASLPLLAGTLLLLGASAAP
# NLRP3 yeast inh: NALP3 inhibition in yeast. Yeast reconstituted NLRP3/ASC/caspase-1, beta-gal luminescence, 24 h. inhibition, % at 10 µM. actives 0.39% (n = 330,000). AID 2825;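 active means inhibition of 50% or more; inactive means inhibition below 50%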;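 further: plate controls were induced DMSO wells for no effect and uninduced yeast grown without galactose for full effect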
# mIAP block: mouse IAP inhibition | purified mouse IAP, CDP-Star luminescence, 30 min | actives 0.2% (n = 330,000) | inhibition, % at 10 µM;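 active means inhibition of at least 40% at 10 µM in the primary screen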;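 further: plate controls were DMSO with enzyme for no effect and no enzyme wells for full effect; values of inactives mirror those of a sister screen read the other way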
# MIN6 prolif: MIN6 beta-cell proliferation induction. MIN6 cells proliferation, ATPlite luminescence, 48 h; cells starved in 0.2% serum; 100% = growth in 10% serum. proliferation, % at 10 µM. actives 0.29% (n = 330,000). AID 2380;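 active means compounds whose signal lies at least 3.5 SD above the mean of all wells on their plate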;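 further: 0% = DMSO-treated cells in low-serum medium and 100% = 10% serum control; some compounds called inactive have numbers as strong as hits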
# An asterisk follows results filed as active.
SMILES,APOBEC3G inh,A3A deaminase,tim10-1 inh,mIAP act,TIM10 inh,hIAP inh,NLRP3 yeast inh,mIAP block,MIN6 prolif
CC(OC(=O)c1ccc(F)cc1)C(=O)Nc1nc(-c2cccc([N+](=O)[O-])c2)cs1 (stereo not given),-3,1,12,0.91,20,23,18,9,-5
O=C(NCc1cccnc1)C(=O)NCC1OCCN1S(=O)(=O)c1cc(F)ccc1F (stereo not given),-2,-3,-12,0.93,12,6,17,7,-5
COC(=O)Cn1c(-c2ccc(OC)cc2)c(-c2ccc(OC)cc2)nnc1=O,-5,-6,21,0.98,12,-7,7,2,-3
O=[N+]([O-])c1cccc(NC(=S)N2CCN(c3ccccn3)CC2)c1,-4,1,-10,0.91,2,-24,19,9,2
O=C(N/N=C\c1c[nH]c2ccccc12)c1ccc(O)cc1,-6,-2,14,1,0,4,4,-3,4
O=C(CNC(=O)c1ccc(Br)cc1)Nc1ccc2c(c1)CCC2,-1,1,-17,1,-2,8,10,-2,-3
Cc1ccc(C(C)C)c(OCCCn2ccnc2C)c1,-3,-1,1,0.92,-4,19,27,8,2
Cc1cc(C)c2c3c(sc2n1)C(=O)N(c1ccccc1)CC(=O)N3,-1,-3,-2,1.1,-3,14,16,-12,-2
CN(C)c1ccnc2sc3c(=O)n(-c4ccccc4)cnc3c12,-4,3,19,1.1,-4,8,10,-5,3
O=C1CC(c2ccccc2)CC(=O)C1Sc1ccc(Cl)cc1 (stereo not given),-1,1,22,0.95,20,-9,23,5,-3
CCn1c(SCc2ccc(C#N)cc2)nnc1-c1cccc(Cl)c1,-5,2,30,1,19,2,5,-4,-1
COc1ccc(CCC(=O)NCCCNC(=O)CCc2ccc(OC)cc2)cc1,-8,1,-5,1.1,1,8,2,-6,0
COc1ccc(CCNC(=O)N[C@@H](Cc2ccccc2)C(=O)O)cc1,-10,-2,25,1,5,-14,6,-4,-3
Cc1ccc(S(=O)(=O)Oc2ccc(/C=C3\C(=N)N4N=C(S(C)(=O)=O)SC4=NC3=O)cc2)cc1,8,9,28,0.85,31,-28,10,14,1
C=CCn1c(SCc2n[nH]c(=S)n2-c2ccccc2)nnc1-c1ccccc1,36,-5,10,0.98,12,9,21,2,2
Nc1nnc(SCC(=O)NNC(=O)c2ccc(Cl)cc2)s1,-2,1,-3,0.92,10,-9,9,8,-3
CCc1ccc(C(=O)/C=C2\Sc3ccccc3NC2=O)cc1,-1,0,4,0.88,17,-2,33,12,0
Cn1c(SCCC#N)nnc1-c1ccccc1F,-9,0,13,0.97,-3,14,-16,3,1
CN(C(=O)COn1nnc2ccc(Cl)cc21)C1CCS(=O)(=O)C1 (stereo not given),-8,-3,-12,1.1,-7,-4,17,-9,-2
O=C(CC1CCCCC1)Nc1c2c(nn1-c1ccc(F)cc1)CS(=O)(=O)C2,-8,-3,9,0.94,4,10,9,6,5
O=C(COc1ccc([N+](=O)[O-])cc1)NNC(=S)NC(=O)c1ccc(Br)cc1,-2,-7,-7,0.97,15,-12,4,3,-6
O=C(NCc1ccccc1)C1CCN(C(=O)NCc2ccccc2)CC1,-1,1,-5,1,3,0,-11,-3,-1
Cc1cc(C)c(C(=O)c2ccc(C(=O)NC(C)(C)C)cc2)c(C)c1,-3,3,15,0.91,8,14,29,9,-1
COc1ccc(/C=N/NC(=O)c2[nH]c3ccc(Br)cc3c2-c2ccccc2)c(C(=O)O)c1OC,-4,-1,-5,0.84,1,-9,5,16,-5
CCOC(=O)N1CCN(C(=O)CCN2C(=O)/C(=C\c3cccc(OC)c3)SC2=S)CC1,-16,-5,-8,0.89,5,10,16,12,0

# Reprinted from above, three compounds:
SMILES,APOBEC3G inh,A3A deaminase,tim10-1 inh,mIAP act,TIM10 inh,hIAP inh,NLRP3 yeast inh,mIAP block,MIN6 prolif
Cc1cc(C)c(C(=O)c2ccc(C(=O)NC(C)(C)C)cc2)c(C)c1,-3,3,15,0.91,8,14,29,9,-1
COc1ccc(/C=N/NC(=O)c2[nH]c3ccc(Br)cc3c2-c2ccccc2)c(C(=O)O)c1OC,-4,-1,-5,0.84,1,-9,5,16,-5
CCOC(=O)N1CCN(C(=O)CCN2C(=O)/C(=C\c3cccc(OC)c3)SC2=S)CC1,-16,-5,-8,0.89,5,10,16,12,0

# New compounds follow:
SMILES,APOBEC3G inh,A3A deaminase,tim10-1 inh,mIAP act,TIM10 inh,hIAP inh,NLRP3 yeast inh,mIAP block,MIN6 prolif
NC(=S)Nc1nc2ccccc2[nH]c1=O,-1,7,11,0.89,-1,11,14,11,0
COc1cccc(CNC(=O)CCC2CCCN(C(=O)CCn3cncn3)C2)c1 (stereo not given),-2,4,5,0.99,13,8,-4,1,-3
CCCCC(=O)Nc1ncc([N+](=O)[O-])s1,-6,-1,15,0.92,20,5,21,8,3
CCN(CC)S(=O)(=O)c1cccc(S(=O)(=O)c2cccc(S(=O)(=O)N(CC)CC)c2)c1,-5,-3,17,0.91,26,10,0,9,-4
O=C(NCC1CCCO1)C(c1ccc(F)cc1)N(Cc1ccc2c(c1)OCO2)C(=O)c1ccc(CN2CCOCC2)o1 (stereo not given),-5,-4,12,0.9,9,17,18,10,5
O=c1ccn(-c2cccc(C(F)(F)F)c2)nc1-c1ccn(-c2ccccc2)n1,-6,-3,31,0.99,-2,-14,12,1,-5
COc1cc(OC)cc(C(=O)N[C@H](C(=O)NCc2ccccc2)C(C)C)c1,-5,2,12,0.98,17,-18,12,2,0
C=CCN1c2ccccc2[C@]23C[C@@H](C(=O)OC)N(C(=O)CC(C)C)C2=NC(C(=O)OC)=C(C(=O)OC)[C@H]13,-3,-4,26,0.99,25,-6,0,1,-3
O=C(COC(=O)c1cc(=O)[nH]c2ccccc12)Nc1cccc(S(=O)(=O)N2CCOCC2)c1,-3,8,-10,1.1,-11,2,-11,-11,0
CCC(=O)N1CCc2cc(S(=O)(=O)CCC(=O)NCCc3ccc(OC)c(OC)c3)ccc21,-4,0,7,0.98,3,-4,-4,2,3
CCN(CC)c1ccc(/C=N/NC(=O)OC(C)(C)C)cc1,6,0,31,1.1,11,3,15,-6,-2
CCN(CC)S(=O)(=O)c1ccc2c(c1)oc(=O)n2CC(=O)NC1CCCCC1,1,-3,8,0.92,4,-17,11,8,-1
CCOC(=O)C(C)Sc1nc2c(cnn2-c2ccc(C)cc2)c(=O)[nH]1 (stereo not given),-3,-4,16,0.97,26,18,2,3,0
COc1ccc(OC)c(S(=O)(=O)N2CCN(C(=O)NC3CCCCC3)CC2)c1,4,2,4,0.98,14,2,14,2,0
CC(=O)N1c2ccc(S(=O)(=O)N3CCC(C(=O)NCc4ccc(Cl)cc4)CC3)cc2CC1C (stereo not given),-9,-8,1,1,17,-17,-4,-5,-4
CCC(CC)C(=O)N1N=C(c2ccc(NS(C)(=O)=O)cc2)CC1c1ccc(C)cc1 (stereo not given),-6,0,19,0.93,15,-8,-7,7,-1
COc1ccc(CC(=O)N2CCC(Nc3nc4ccccc4n3Cc3ccc(F)cc3)CC2)cc1,1,1,14,1.5,20,3,-1,-51,-2
CN(C)c1ccc(-c2nnn(CC(=O)Nc3ccccc3N3CCOCC3)n2)cc1,-3,0,29,0.95,2,0,11,5,0
Cc1cccc(N2C(=O)N3[C@H](c4ccc(Cl)cc4)[C@@H]4C(=O)N(C5CCCCC5)C(=O)[C@@H]4[C@]3(Cc3ccc(Cl)cc3)C2=O)c1,13,3,14,0.98,-16,-11,8,2,-5
Cc1c(-c2ccc(Br)cc2)[n+](=O)c2c(n1[O-])CCCCC2,-5,-2,1,0.88,6,11,19,12,-1
NC(=O)Cc1ccc(C(=O)c2ccc(F)cc2)s1,-3,0,-5,1,-2,0,9,-1,-1
COc1ccc(CC(=O)Nc2ccccc2N2CCOCC2)cc1OC,-8,0,-11,0.94,9,-1,18,6,-1
CCn1c(SCC(=O)N2CCC(C)CC2)nc2c(c1=O)SCC2,-2,-2,10,0.95,-5,14,4,5,-2
Cc1cccc2sc(NC(=O)[C@@H]3CCCN3C(=O)c3cccs3)nc12,-9,3,28,1.1,9,-3,-7,-12,-4
CN(C)S(=O)(=O)c1cccc(NC(=S)Nc2ccc3cn[nH]c3c2)c1,-3,3,20,0.92,14,10,13,8,6

# An excerpt from above with just A3A deaminase and APOBEC3G inh:
Molecule | A3A deaminase | APOBEC3G inh
COc1cc(OC)cc(C(=O)N[C@H](C(=O)NCc2ccccc2)C(C)C)c1 | 2 | -5
C=CCN1c2ccccc2[C@]23C[C@@H](C(=O)OC)N(C(=O)CC(C)C)C2=NC(C(=O)OC)=C(C(=O)OC)[C@H]13 | -4 | -3
O=C(COC(=O)c1cc(=O)[nH]c2ccccc12)Nc1cccc(S(=O)(=O)N2CCOCC2)c1 | 8 | -3
CCC(=O)N1CCc2cc(S(=O)(=O)CCC(=O)NCCc3ccc(OC)c(OC)c3)ccc21 | 0 | -4
CCN(CC)c1ccc(/C=N/NC(=O)OC(C)(C)C)cc1 | 0 | 6
CCN(CC)S(=O)(=O)c1ccc2c(c1)oc(=O)n2CC(=O)NC1CCCCC1 | -3 | 1

# Carrying on:
SMILES,APOBEC3G inh,A3A deaminase,tim10-1 inh,mIAP act,TIM10 inh,hIAP inh,NLRP3 yeast inh,mIAP block,MIN6 prolif
O=C(COC(=O)c1cncc(Br)c1)Nc1nc(-c2ccc(F)cc2)cs1,-6,3,14,1.1,3,6,7,-6,-3
Cc1ccc(S(=O)(=O)NCCN2CCNC2=O)cc1,-2,0,-19,0.87,-7,-8,12,13,0
COC(=O)c1sc(C(F)(F)F)c(-c2ccccc2)c1S(=O)(=O)N1CCCC1,-4,-1,33,1.1,21,24,3,-6,0
CCOc1ccccc1NC(=O)CSc1nnc(CNC(=O)c2cccs2)o1,-9,-5,6,1,-5,-8,12,-1,1
CC(=O)c1ccc(NC(=O)CN2CCC(C(=O)c3ccc4c(c3)OCCO4)CC2)cc1,-12,-3,-22,1,-7,18,29,-4,2
Cn1c(SCC(=O)N2CCOCC2)nc2sc3c(c2c1=O)CCCC3,0,-3,10,1,22,3,19,-1,-1
Cc1cc(C)n2nc(C(=O)NCc3ccco3)cc2n1,-6,-1,2,1.1,-14,-14,7,-6,-3
COC(=O)c1cc(COC(=O)CNC(=O)c2cccc(C)c2)oc1C,-3,-1,-8,1,1,10,13,0,-2
O=C(CCC(=O)Nc1ccccc1)N/N=C/c1ccco1,-7,7,-4,0.94,2,28,9,6,1
COc1ccc(-c2cc(C(=O)N/N=C/c3cc(OC)c(OC)cc3OC)c3ccccc3n2)cc1,-11,-3,8,0.97,2,2,21,2,2
CN(Cc1ccc(OCC(O)CN(C)Cc2ccccc2)cc1)Cc1nccn1C (stereo not given),-2,0,-30,0.97,-5,-17,18,3,-2

# Source: PubChem (Sanford-Burnham Center for Chemical Genomics)
